RGS4 inhibitor = human RGS4 inhibition | AID 504845 | 390,000 tested, 0.039% active | Potency, µM (highest dose often 114 µM), for inactives: at the highest dose activity change, negative = inhibition, actives largely listed as inhibitors | Transcreener GDP fluorescence polarization, RGS4-accelerated GTP hydrolysis; further: potency means the concentration at half of the fitted maximal effect; on the % scale 0 is the no-effect control and ±100 the full control effect; nearly all actives have a fitted effect of over 75% in size; some results filed as inactive show a strong effect at the top dose
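MLSMR compounds (23 nl, pin-transferred) preincubated 10 min at room temperature with a 500nM (2x) first reagent, then RGS4 at 900nM (2x) plus Transcreener GDP mix added; fluorescence polarization (620/688 nm) read before and after 90 min at 30 °C.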
PI4K2A inh = inhibitors of human PI4K2A | Q9BTU6 | activity change, negative = inhibition, % at 76.9 µM | 420,000 tested, 0.13% active | purified PI4K2A, ADP-Glo luminescence, 1 h; stronger effect = lower value; in the data active means activity change below about -50%; inconclusive means mostly about -30% to -49%;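 further: -100% = wells without enzyme as full effect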
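In this quantitative HTS, ADP production by PI4K2A was quantified luminescently after 1 h at ambient temperature; 100 microM adenosine served as plate-quality control.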
ALOX12 inh = inhibitors of human 12S-lipoxygenase ALOX12. 580,000 tested, 1.1% active. purified 12hLO, xylenol orange hydroperoxide absorbance. AID 1671190. Potency, µM (titrated, usually from 108 µM), for inactives: at the highest dose activity change, negative = inhibition, actives largely listed as inhibitors. P18054; further: potency means the concentration at half of the fitted maximal effect; on the % scale 0 is the no-effect control and ±100 the full control effect
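Hydroperoxide product was detected by ferrous iron/xylenol orange as the 573 to 405 nm absorbance ratio. Arachidonic acid at 40 uM (final) was turned over for 30 min at room temperature by 150 nM human 12hLO, pH 7.0 Hepes buffer, after 15 min compound preincubation.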
ERG Ets-DNA blk = blocks human ERG Ets domain binding to DNA; 370,000 tested, 0.028% active; P11308; Potency, µM (top dose mostly 76.9 µM), for inactives: at the top dose FP activity, negative = inhibition, actives largely listed as inhibitors; fluorescence polarization, His-ERG Ets domain / labelled DNA; active means well fitted inhibition curve with a large enough effect in the polarisation, with a control signal flat; inconclusive means small, poorly fitted or top-dose-only effect, or effect the other way, or a change in a side signal; inactive means no such curve, though single readings can be large or run the other way; the % refers to the polarisation;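 further: polarization taken with two DNA probes labelled with fluorescein and Texas red; potency means the concentration at half of the fitted maximal effect; % of control where 0% means no effect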
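His-tagged ERG Ets domain (1 uM in the protein solution; 300mM KCl, 50mM Tris-HCl, 1mM EDTA, 1mM DTT, pH 7.5) received compound, then a probe mix of 5 nM fluorescein-DNA and 100nM Texas-615-DNA. Fluorescence polarization was read for both dyes.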
GLS inhibitor = inhibitors of human glutaminase (GLS). GLS enzymatic activity, qHTS titration. Potency, µM (top dose mostly 45.5 µM), for the others: at the highest dose activity change, negative = inhibition, actives largely listed as inhibitors. 410,000 tested, 0.21% active; further: potency means the concentration at half of the fitted maximal effect; on the % scale 0 is the no-effect control and ±100 the full control effect
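hKGA in 45 mM KH2PO4 pH 8.2, 0.02% Tween-20 with pin-transferred compounds; 1 mM L-glutamine (stock) plus glutamate oxidase/HRP/Amplex Red coupling added. Fluorescence read initially and after 30 min at RT.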
HP1b chromo inh = blocks HP1-beta chromodomain binding to methylated histone tails | P83916 | AlphaScreen HP1-beta / biotin-H3K9me3 peptide binding | Potency, µM (top dose mostly 114 µM), for the others: at the highest dose activity change, negative = inhibition, most hits filed as inhibitors | 390,000 tested, 0.56% active; further: potency means the concentration at half of the fitted maximal effect; nearly all actives have a fitted effect of over 70% in size; inactives centre near 23
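AlphaScreen: HP1-beta (50 nM) preformed 30 min with biotin-H3(1-18)K9me3 peptide (50 nM) in PBS pH 7.4, 0.01% Tween-20. Compound added for 30 min at RT, then streptavidin donor/nickel chelate acceptor beads (10 ug/mL) for 30 min.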
JMJD2A Tudor inh = inhibitors of human JMJD2A Tudor domain. O75164. AlphaScreen JMJD2A-Tudor / H3K4me3 peptide binding. Potency, µM (titrated, usually from 114 µM), for inactives: at the top dose activity change, negative = inhibition, hits mostly inhibitors. 390,000 tested, 4.4% active; further: potency means the concentration at half of the fitted maximal effect; on the % scale 0 is the no-effect control and ±100 the full control effect; nearly all actives have a fitted effect of over 50% in size
G9a block = G9a (human) methyltransferase inhibition | 350,000 tested, 8.8% active | G9a H3K9 monomethylation, AlphaScreen, 2 h | Potency, µM (doses to about 102 µM), without a hit: top-dose activity, negative = inhibition, most hits filed as inhibitors | Q96KQ7 | AID 504332; further: potency means the concentration at half of the fitted maximal effect; on the % scale 0 is the no-effect control and ±100 the full control effect; nearly all actives have a fitted effect of over 75% in size
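Compounds were preincubated with 20 nM G9a for 15 min, after which biotinylated H3K9 peptide (500 nM) and SAM (20 uM) started a 2 h room-temperature reaction. Monomethylated product was quantified by antibody-based AlphaScreen chemiluminescence.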
BAZ2B inh = inhibitors of human BAZ2B bromodomain. Q9UIF8. AlphaScreen BAZ2B-H3K14Ac peptide displacement. Potency, µM (doses to about 114 µM), for inactives: at the top dose activity change, negative = inhibition, hits mostly inhibitors. 360,000 tested, 4.4% active. AID 504333; further: potency means the concentration at half of the fitted maximal effect; on the % scale 0 is the no-effect control and ±100 the full control effect; nearly all actives have a fitted effect of over 60% in size
Target sequence (Q9UIF8 whole entry, looked up): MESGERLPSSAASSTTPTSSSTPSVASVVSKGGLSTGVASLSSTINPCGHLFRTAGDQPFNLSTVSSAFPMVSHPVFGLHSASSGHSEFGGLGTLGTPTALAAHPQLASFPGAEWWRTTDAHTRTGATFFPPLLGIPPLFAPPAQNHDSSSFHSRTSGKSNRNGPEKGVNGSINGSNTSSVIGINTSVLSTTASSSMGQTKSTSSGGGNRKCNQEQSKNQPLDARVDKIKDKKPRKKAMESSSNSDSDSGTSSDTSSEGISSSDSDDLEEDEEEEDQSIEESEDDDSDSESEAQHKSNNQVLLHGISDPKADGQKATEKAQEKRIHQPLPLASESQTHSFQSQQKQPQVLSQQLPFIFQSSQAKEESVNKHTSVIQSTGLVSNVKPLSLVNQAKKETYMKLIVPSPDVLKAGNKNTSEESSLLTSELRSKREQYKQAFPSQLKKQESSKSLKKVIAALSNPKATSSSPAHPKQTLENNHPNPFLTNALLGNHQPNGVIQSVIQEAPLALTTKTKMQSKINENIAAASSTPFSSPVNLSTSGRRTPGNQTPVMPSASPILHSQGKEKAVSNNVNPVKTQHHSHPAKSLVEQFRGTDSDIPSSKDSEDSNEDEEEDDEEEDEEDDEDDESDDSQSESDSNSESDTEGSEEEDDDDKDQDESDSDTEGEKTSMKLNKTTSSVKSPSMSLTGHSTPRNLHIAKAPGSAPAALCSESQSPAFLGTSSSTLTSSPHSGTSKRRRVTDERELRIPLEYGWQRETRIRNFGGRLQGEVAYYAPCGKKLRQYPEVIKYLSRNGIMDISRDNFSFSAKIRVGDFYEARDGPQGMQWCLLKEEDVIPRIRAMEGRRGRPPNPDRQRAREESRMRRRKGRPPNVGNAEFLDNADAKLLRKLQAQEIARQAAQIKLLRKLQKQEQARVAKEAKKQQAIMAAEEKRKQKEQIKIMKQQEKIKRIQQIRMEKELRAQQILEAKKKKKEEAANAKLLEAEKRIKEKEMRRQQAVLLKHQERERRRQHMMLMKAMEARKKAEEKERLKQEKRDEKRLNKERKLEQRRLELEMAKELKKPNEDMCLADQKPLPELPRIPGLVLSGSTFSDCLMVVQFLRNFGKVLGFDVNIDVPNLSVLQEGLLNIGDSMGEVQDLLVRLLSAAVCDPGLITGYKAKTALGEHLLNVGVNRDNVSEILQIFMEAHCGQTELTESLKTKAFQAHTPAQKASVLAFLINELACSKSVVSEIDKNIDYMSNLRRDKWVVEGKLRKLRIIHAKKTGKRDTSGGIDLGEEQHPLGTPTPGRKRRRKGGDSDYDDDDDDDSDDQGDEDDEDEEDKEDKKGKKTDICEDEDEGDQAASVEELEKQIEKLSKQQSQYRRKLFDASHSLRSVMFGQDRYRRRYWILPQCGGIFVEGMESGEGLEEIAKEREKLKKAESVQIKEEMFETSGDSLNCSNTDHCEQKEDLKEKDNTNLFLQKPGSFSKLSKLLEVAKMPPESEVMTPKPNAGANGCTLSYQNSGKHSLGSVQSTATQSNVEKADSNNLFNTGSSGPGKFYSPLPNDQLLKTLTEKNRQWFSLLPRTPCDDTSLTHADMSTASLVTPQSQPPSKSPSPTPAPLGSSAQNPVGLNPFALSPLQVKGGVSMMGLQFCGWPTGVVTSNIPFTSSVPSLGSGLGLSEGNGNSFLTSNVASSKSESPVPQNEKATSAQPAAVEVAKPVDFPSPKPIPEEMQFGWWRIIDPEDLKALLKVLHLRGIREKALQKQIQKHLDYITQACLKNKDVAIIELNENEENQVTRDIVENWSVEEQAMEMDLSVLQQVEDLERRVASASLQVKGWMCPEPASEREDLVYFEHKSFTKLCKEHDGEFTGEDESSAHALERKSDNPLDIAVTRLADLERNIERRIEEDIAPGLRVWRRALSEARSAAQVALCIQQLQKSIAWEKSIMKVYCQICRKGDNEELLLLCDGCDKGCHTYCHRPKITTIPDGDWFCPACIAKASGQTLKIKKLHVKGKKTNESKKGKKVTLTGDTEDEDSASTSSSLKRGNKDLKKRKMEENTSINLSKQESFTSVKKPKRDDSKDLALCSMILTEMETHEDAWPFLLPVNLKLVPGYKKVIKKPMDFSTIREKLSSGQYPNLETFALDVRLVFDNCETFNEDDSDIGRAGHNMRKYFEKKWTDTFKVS
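Multi-concentration screen (max 110 uM) measuring displacement of acetylated histone H3 peptide from BAZ2B by AlphaScreen, using 50 nM protein, 50 nM peptide and 10 ug/mL streptavidin donor plus Ni-chelate acceptor beads.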
* hit, by the source's call; ? = inconclusive; / = no result given; & = joins results of further samples; ! = a repeat was not active; [ ] = another dose, or the depositor's remark. Unless noted, the call rests on the fitted dose curve; in most records, active means well fitted curve in the direction sought with a large enough effect; inconclusive means small, poorly fitted or top-dose-only effect, or another doubt; inactive means no such curve, though single readings can be large; an effect the other way counts as inactive or inconclusive. An excerpt; rates above refer to the full screens.

SMILES	RGS4 inhibitor	PI4K2A inh	ALOX12 inh	ERG Ets-DNA blk	GLS inhibitor	HP1b chromo inh	JMJD2A Tudor inh	G9a block	BAZ2B inh
CC(=O)Oc1ccc(C(=O)Nc2cccc(C(=O)Nc3ccccc3C(=O)O)c2)cc1	8%	-5	-5%	-13%	3%	19%	-11%	14%	1%
CC(C)(C)NC(=O)c1cc2c(ccc3ccccc32)oc1=O	-51%	-7	-4%	2%	3%	95%[activator]	2%	11%[0.501 µM]	48%[activator]
COc1ccc(-c2nc(N3CCCC3)[nH]c(=O)c2C#N)cc1	-37%	4	0%	2%	4%	12%	-12%	6%[59 µM]	7%
COc1ccc(-n2c(SCC(=O)NCc3ccc(C)cc3)nc3n[nH]c(C)c3c2=N)cc1	-5%	-2	-5%	-6%	6%	22%	-20%	-4%[59 µM]	-3%
CCCCN(CC)C(=O)CN(C)S(=O)(=O)c1cccc2nsnc12	17%[11.4 µM]	3	0%	3%	0%	12%	13%[57.1 µM]	50%[59 µM]	-2%
CCC(C)NC(=O)C(=O)NCc1ccncc1 (configuration not stated)	-18%	0	6%	/	6%	23%	-10%	-36%[59 µM]	-4%
ONC=Nc1cccc2nonc12	-2%	-1	?	6%	26%	27%	-16%	26%	11%
O=C(CNCCC1=CCCCC1)Nc1ccc(N2CCCCCC2)cc1	-34%	2	-56%	4%	26%	16µM*	20µM*	?	13µM*
COc1ccccc1-c1noc(-c2cc(OC)c(OC)c(OC)c2)n1	-99%[56.9 µM]	-2	0%	3%	-27%	?	?	-1%[59 µM]	-6%
O=C(O)c1ccc(Cl)c(S(=O)(=O)N(Cc2ccccc2)c2ccccc2Cl)c1	17%	2	10%	-1%	0%	20%	-18%	?	-20%
COc1ccc2c(c1)NC(=O)CC(c1ccccc1)=N2	-4%	-4	-30%	1%	-4%	16%	-25%	18%	0%
CC1CCCCC1NC(=O)CN(C)S(=O)(=O)c1cccc2nsnc12 (configuration not stated)	0%	5	-26%	-4%	1%	9%	-15%	-8%	-6%
CN(Cc1ccccc1)C(=O)COC(=O)c1ccc(Cl)c(N)c1	1%	0	-1%	4%	3%	14%	3%	-25%[59 µM]	-18%
O=C(NC(=S)Nc1ccc(N2CCOCC2)c(Cl)c1)c1sc2ccccc2c1Cl	-15%	-2	-5%	1%	13%	5%	-11%	1.3µM*	-35%
O=c1oc2ccccc2c(Nc2cccc(O)c2)c1[N+](=O)[O-]	26%	-10	-10%	-3%	40%[activator]	6%	-12%	?	-36%
COCCn1c(N)c(N(Cc2ccccc2)C(=O)Cc2ccccc2F)c(=O)[nH]c1=O	-12%	-1	9%	6%	-3%	34%	-8%	21%[59 µM]	-13%
COc1ccccc1Nc1cc(C(=O)NCCCN(C)c2ccccc2)c2ccccc2n1	-3%	1	-23%	-7%	26%	19%	-23%	-30%[59 µM]	-12%
Cc1ccc(C(=O)N2CCN(c3ccc(C(F)(F)F)cn3)CC2)o1	-16%	2	-17%	1%[15.4 µM]	1%	16%	-14%	/	/
CCc1ccc(-n2nc3ccc(NC(=O)c4cc5ccccc5o4)cc3n2)cc1	-5%	2	-28%	-16%	-1%	30%	8%	2%[59 µM]	1%
COc1ccc(C(=O)Sc2ccc(Cl)cc2)cc1OC	1%	34	0%	6%	3%	33%	-9%	/	12%
CCCCC1(C(=O)OCC)CC(CN2CCOCC2)OC1=O (configuration not stated)	-5%	-1	-9%	-4%	0%	27%	5%	?	-27%
Cc1cccc(-n2ccnc2SCC(=O)O)c1C	4%	2	2%	-6%	-8%	35%	-13%	-27%	-6%
COC(=O)CC1=NN(c2ccccc2)C(=O)/C1=C\c1ccc(OC)cc1	-35%	-1	?	-4%	-15%	-10%	-30%	20µM*	?
Cc1cccn2c(=O)nc(SCC(=O)Nc3ccc4c(c3)OCCO4)nc12	-21%	-1	?	-8%	10%	19%	-2%	?	-3%
Cc1csc(CN(C)C(=O)CC2C(=O)NCCN2Cc2ccc(-c3ccccc3)cc2)n1 (configuration not stated)	9%	5	-5%	2%	21%	2%[57 µM]	-32%	/	-7%
O=C(O)c1cc(N2CCOCC2)nc2ccccc12	12%	0	-3%	-2%	-1%	31%	-9%	/	8%[0.457 µM]
Cc1ccc(C(CNS(=O)(=O)c2cc(F)ccc2F)N2CCN(C)CC2)cc1 (configuration not stated)	-37%	-6	?	1%	8%	-2%	-16%	-3%[12.7 µM]	8%
COc1ccc(CCNc2ncnc3c2c(-c2ccccc2)cn3-c2ccc(F)cc2)cc1OC	-20%	-4	-20%	3%	8%	-9%	?	?	?
O=c1[nH]c(C2CCCN(S(=O)(=O)Cc3ccccc3)C2)nc2c1nnn2Cc1cccc(Cl)c1 (configuration not stated)	-17%	-1	2%	1%	0%	10%	-18%	?	-32%
COc1ccc(-c2nc(S(=O)(=O)c3ccccc3)c(N3CCCCC3)o2)cc1	-6%	1	?	4%	1%	8%	-10%	-19%[59 µM]	1%

Ordered by count of non-hydrogen atoms (low to high): part of the list above
SMILES	RGS4 inhibitor	PI4K2A inh	ALOX12 inh	ERG Ets-DNA blk	GLS inhibitor	HP1b chromo inh	JMJD2A Tudor inh	G9a block	BAZ2B inh
O=C(O)c1cc(N2CCOCC2)nc2ccccc12	12%	0	-3%	-2%	-1%	31%	-9%	/	8%[0.457 µM]
COC(=O)CC1=NN(c2ccccc2)C(=O)/C1=C\c1ccc(OC)cc1	-35%	-1	?	-4%	-15%	-10%	-30%	20µM*	?
Cc1cccn2c(=O)nc(SCC(=O)Nc3ccc4c(c3)OCCO4)nc12	-21%	-1	?	-8%	10%	19%	-2%	?	-3%
Cc1ccc(C(CNS(=O)(=O)c2cc(F)ccc2F)N2CCN(C)CC2)cc1 (configuration not stated)	-37%	-6	?	1%	8%	-2%	-16%	-3%[12.7 µM]	8%

(list continues)
SMILES	RGS4 inhibitor	PI4K2A inh	ALOX12 inh	ERG Ets-DNA blk	GLS inhibitor	HP1b chromo inh	JMJD2A Tudor inh	G9a block	BAZ2B inh
COc1cc(/C=C2\C(=N)N3N=C(S(C)(=O)=O)SC3=NC2=O)ccc1OCCOc1ccccc1C	2%	8	?	1%	71%[activator]	?	?	25µM*	56µM*
CC(C)(C)CC(=O)N1CCC(c2nc3c(nnn3Cc3c(F)cccc3Cl)c(=O)[nH]2)CC1	22%	-3	53%[activator]	2%	34%[activator]	18%	-11%	17%	6%
Cc1cc(F)ccc1NC(=O)C1CCCN(c2nnc(-n3c(C)ccc3C)s2)C1 (configuration not stated)	-7%	3	-11%	1%	11%	5%	-6%	14%[59 µM]	-13%
COc1ccc(CCNC(=O)c2c(C)nc3ccccn23)cc1	-7%	3	-8%	-8%	-7%	17%	-1%	-8%	7%
Cc1cc(C(=O)OCC(=O)NCCc2ccccc2)c(C)o1	0%	9	0%	2%	6%	34%	-3%	-10%[59 µM]	-10%
COc1ccc2nc(NC(=O)c3sc4nc(C)cc(C)c4c3N)sc2c1	1%	-5	0%	-3%	-6%	28%	-16%	15%[59 µM]	9%
COc1cccc(CN2CCN(Cc3cccc4c3OCO4)CC2CCO)c1 (configuration not stated)	-14%	-1	0%	4%[15.4 µM]	-24%	18%	-9%	4%	-7%
CCn1c(CCn2ccnc2C)n[nH]c1=S	19%	0	-13%	-1%	-1%	23%	22µM*	?	3%
CC1(C)CCC(=O)N2CC[C@H]3c4cc5ccccc5nc4C[C@@H]1[C@H]32	-17%	1	8%	-17%	-2%	30%	-3%	/	/
C[C@@H]1CN([C@H](C)CO)C(=O)c2cccc(NC(=O)c3ccncc3)c2O[C@@H]1CN(C)Cc1ccc(C(=O)O)cc1	5%	-4	-28%	6%	2%	33%	-18%	/	/
O=[N+]([O-])c1ccccc1N=NNc1ccccc1	12%	0	-17%	-3%	-6%	?	20µM*	/	/
CC1(C)CC(NC(=O)Cc2ccccc2[N+](=O)[O-])CC(C)(C)N1	22%	0	-6%	3%	4%	5%	0%	-11%[59 µM]	-1%
COc1ccc(CNC(=O)CC2C[C@H](C(=O)N3CCOCC3)[C@@]3(CCC4CCCC4)c4[nH]c5ccccc5c4CCN3C2=O)cc1OC (some centres not stated)	6%	3	?	-9%	2%	-6%	?	/	/
CC(=O)O[C@]1(C(C)=O)CC[C@H]2[C@@H]3C[C@H](C)C4=CC(=O)CC[C@]4(C)[C@H]3CC[C@@]21C	12%&-10%	2&2&4	1%	25µM*!	-6%&-2%	13%&30%	-20%&-8%	?	-33%&6%
COc1ccccc1NC(=O)Nc1ccnn1C1CCN(C(=O)c2cscn2)CC1	?	4	1%	18%	-6%	20%	9%	-9%	-18%
COc1ccc(C(=O)NCCc2c[nH]c3ccccc23)cc1	6%	1	?	7%	-3%	12%	-31%	-17%	-28%
O=C(CNC(=O)Cc1ccc(Cl)cc1)NCc1ccco1	4%	-6	-3%	-5%	1%	18%	-1%	-2%	-14%
Cc1cc(NS(=O)(=O)c2ccc(NC(=O)/C=C/c3ccccc3Cl)cc2)no1	-7%	0	?	9%	6%	22%	-17%	?	-25%
Cc1nc2nc(C)c(NS(=O)(=O)c3ccc4c(c3)CCCC4)c(=O)n2[nH]1	7%	-2	11%	3%	32%[activator]	-16%	4%	71µM*	-6%
Cc1ccc(NNC(=O)Nc2ccc(Cl)cc2)nn1	?	-3	-22%	1%	13%	?	79µM*	4µM*	-23%
